Screens (PubChem BioAssay)
SENP1 FRET inh: human SENP1 catalytic domain inhibitors, primary screen, biochemical, FRET, uHTS. recombinant SENP1 catalytic domain, CyPet-SUMO1-YPet FRET cleavage. inhibition, % at 10 µM. 0.21% of 360,000 active. AID 624204, 2012;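 active = inhibition at least 30% at 10 µM, raw YFP signal under a set limit, fluorescence ratio 0.5 to 1.5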;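 also: 0% = enzyme with DMSO and 100% = no enzyme wells; some results filed as inactive read as strong as hits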
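Controls: no-enzyme wells low, DMSO-plus-enzyme wells high control. Test system: human recombinant His6-tagged SENP1 catalytic domain enzyme. Reagent: SFCypet-SUMO1-SFYpet FRET protein substrate, 25 nM final. Doses: one dose per compound, 10 µM, 0.5% DMSO. Detection: FRET, CFP and YFP emission. Timing: 50 min reaction at room temperature.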
HKDC1 inh: HKDC1 hexokinase inhibitors, primary screen, biochemical, fluorescence, uHTS | Q2TB90 | recombinant HKDC1, G6PDH/diaphorase resazurin coupled fluorescence | inhibition, % at 20 µM | 0.16% of 340,000 active | AID 493160, 2011;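 active = inhibition above about 35% when tested at 20 µM, limit read from the data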;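 also: plate controls were DMSO wells with enzyme for no effect and DMSO wells lacking enzyme for full effect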
Target sequence (Q2TB90 whole entry, looked up): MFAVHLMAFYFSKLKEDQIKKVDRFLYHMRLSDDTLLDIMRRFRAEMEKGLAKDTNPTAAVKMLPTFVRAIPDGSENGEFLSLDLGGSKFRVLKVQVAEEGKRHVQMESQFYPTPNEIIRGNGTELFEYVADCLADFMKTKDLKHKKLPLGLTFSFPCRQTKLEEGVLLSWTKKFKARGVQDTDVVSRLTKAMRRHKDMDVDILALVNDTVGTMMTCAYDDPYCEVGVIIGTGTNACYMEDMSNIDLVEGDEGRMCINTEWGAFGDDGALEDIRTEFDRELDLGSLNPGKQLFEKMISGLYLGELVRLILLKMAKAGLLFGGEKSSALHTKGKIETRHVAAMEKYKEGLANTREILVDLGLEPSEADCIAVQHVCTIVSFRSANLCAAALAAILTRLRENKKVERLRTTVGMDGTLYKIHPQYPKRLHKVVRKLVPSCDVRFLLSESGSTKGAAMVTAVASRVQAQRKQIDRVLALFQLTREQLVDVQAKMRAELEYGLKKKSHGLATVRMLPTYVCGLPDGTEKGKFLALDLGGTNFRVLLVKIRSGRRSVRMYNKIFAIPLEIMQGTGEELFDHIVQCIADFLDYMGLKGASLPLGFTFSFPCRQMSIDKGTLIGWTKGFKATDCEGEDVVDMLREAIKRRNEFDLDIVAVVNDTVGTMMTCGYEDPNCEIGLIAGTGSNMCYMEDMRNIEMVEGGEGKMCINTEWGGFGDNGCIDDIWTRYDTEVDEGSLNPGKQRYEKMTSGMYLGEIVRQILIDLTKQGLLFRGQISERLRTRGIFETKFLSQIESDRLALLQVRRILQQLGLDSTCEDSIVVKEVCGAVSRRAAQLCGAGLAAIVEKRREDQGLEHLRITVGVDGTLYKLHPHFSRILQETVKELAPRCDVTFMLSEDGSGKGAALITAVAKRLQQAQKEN
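Test system: recombinant HKDC1 (HK5) hexokinase enzyme, produced in-house; Amount: enzyme 5 µg/mL final; Buffer or medium: Tris pH 8.0 buffer with MgCl2, Tween-20, BSA, BME; Reagent: glucose and ATP substrates; Doses: 20 µM test compound, 1% DMSO; Incubation: 90 min reaction incubation at room temperature, dark; Detection: resorufin fluorescence at 613 nm.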
SENP8 block-1: human SENP8 protease inhibitors, primary screen, biochemical, fluorescence, Nedd8 protein substrate, uHTS | recombinant SENP8 | inhibition, % at 20 µM | 0.64% of 360,000 active | AID 602440, 2012; in the data active = inhibition mostly above about 40%, no sharp cut-off; inactive = mostly below about 27%
Target sequence (Q96LD8 whole entry, looked up): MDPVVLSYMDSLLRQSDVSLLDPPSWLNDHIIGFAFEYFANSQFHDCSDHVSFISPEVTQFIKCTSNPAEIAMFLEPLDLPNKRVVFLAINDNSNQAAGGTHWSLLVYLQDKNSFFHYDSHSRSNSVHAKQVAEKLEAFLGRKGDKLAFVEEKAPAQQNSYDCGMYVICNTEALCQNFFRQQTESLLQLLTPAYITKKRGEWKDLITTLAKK
beta cell repl: inducers of MIN6 beta-cell proliferation, primary screen, ATP luminescence, uHTS; MIN6 cells proliferation, ATPlite luminescence, 48 h; cells starved in 0.2% serum; 100% = growth in 10% serum; proliferation, % at 10 µM; 0.29% of 330,000 active;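 active = compounds whose signal lies at least 3.5 SD above the mean of all wells on their plate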;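 also: 0% = DMSO-treated cells in low-serum medium and 100% = 10% serum control; some compounds called inactive have numbers as strong as hits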
SENP6 block: SENP6 protease inhibitors, primary screen, biochemical, luminescence, uHTS. Sentrin-specific protease 6 (Homo sapiens), Q9GZR1. Recombinant SENP6 catalytic domain, aminoluciferin luminescence. inhibition, % at 10 µM. 1.8% of 330,000 active. AID 2599, 2010;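 active = inhibition above about 50% at the single tested dose, limit read from the data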;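 also: plate controls were DMSO wells with enzyme for no effect and DMSO wells lacking enzyme for full effect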
SENP8 block-2: SENP8 protease inhibitors, primary screen, biochemical, luminescence | purified SENP8, Z-RLRGG-aminoluciferin cleavage | inhibition, % at 10 µM | AID 2540, 2010 | 1.2% of 330,000 active; in the data active = inhibition above about 50%
PfG6PD inh: PfG6PD enzyme inhibitors, primary screen, biochemical, fluorescence intensity, uHTS. glucose-6-phosphate dehydrogenase-6-phosphogluconolactonase (Plasmodium falciparum 3D7). 0.78% of 350,000 active. inhibition, % at 20 µM. PfGluPho enzyme, NADPH resazurin-diaphorase fluorescence;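 active = inhibition reaching at least a set limit at 20 µM in the primary screen, cut at about 59% in these data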;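 also: 0% = DMSO wells with substrate and 100% = DMSO wells lacking glucose-6-phosphate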
SENP7 inh: SENP7 protease inhibitors, primary screen, biochemical, luminescence, uHTS | Sentrin-specific protease 7 (Homo sapiens), Q9BQF6 | inhibition, % at 5 µM | 1.5% of 330,000 active | recombinant SENP7, Z-RLRGG-aminoluciferin luminescence, 40 min;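 active = inhibition above about 50% at the single test dose, limit read from the data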;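 also: plate controls were DMSO with enzyme for no effect and no enzyme buffer wells for full effect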
UBC13 polyUb: UBC13 polyubiquitin chain formation inhibitors, primary screen, biochemical, TR-FRET, uHTS | Ubiquitin-conjugating enzyme E2 N (Homo sapiens), P61088 | inhibition, % at 20 µM | 0.47% of 330,000 active | AID 485273, 2010; in the data active = inhibition above about 45%, passing the limit was not always enough; inconclusive = no clear call, values can overlap the other calls
* = called active by the depositor.

`Cc1ccc(OCc2n[nH]c(=S)n2-c2ccc(Cl)cc2)cc1` gave SENP1 FRET inh 9, HKDC1 inh -7, SENP8 block-1 14, beta cell repl 2, SENP6 block -18, SENP8 block-2 -6, PfG6PD inh 26, SENP7 inh 0 and UBC13 polyUb -5.
`O=C(O)COc1ccc(/C=C/C(=O)c2ccc3ccccc3c2)cc1` gave SENP1 FRET inh -43, HKDC1 inh 14, SENP8 block-1 -233, beta cell repl -3, SENP6 block -16, SENP8 block-2 -26, PfG6PD inh -14, SENP7 inh 1 and UBC13 polyUb -5.
Screening COc1cccc(CNn2cnnc2)c1OCc1ccccc1F returned SENP1 FRET inh -1, HKDC1 inh -13, SENP8 block-1 15, beta cell repl 0, SENP6 block -5, SENP8 block-2 -4, PfG6PD inh 8, SENP7 inh -6 and UBC13 polyUb -20.
`CCCCNc1nc(-c2ccccc2)nc(-n2ccnc2)n1` gave SENP1 FRET inh 0, HKDC1 inh -5, SENP8 block-1 16, beta cell repl -2, SENP6 block 4, SENP8 block-2 -6, PfG6PD inh -5, SENP7 inh -5 and UBC13 polyUb -9.
Cc1ccc(NS(=O)(=O)c2ccc(C(=O)NCC(c3ccco3)N3CCCCC3)cc2)cc1 (stereo not drawn) was read as SENP1 FRET inh -2, HKDC1 inh -2, SENP8 block-1 8, beta cell repl -4, SENP6 block -6, SENP8 block-2 -4, PfG6PD inh -10, SENP7 inh -2 and UBC13 polyUb 9.
`COCc1cc(C)nc2oc(C(=O)c3ccccc3)c(N)c12` gave SENP1 FRET inh -58, HKDC1 inh -6, SENP8 block-1 -315, beta cell repl 5, SENP6 block -16, SENP8 block-2 -7, PfG6PD inh 4, SENP7 inh 2 and UBC13 polyUb -4.
For O=C(CNC(=O)N1CC(=O)Nc2ccccc21)Nc1cccc(F)c1 the results were SENP1 FRET inh -1, HKDC1 inh -2, SENP8 block-1 15, beta cell repl 3, SENP6 block -3, SENP8 block-2 -2, PfG6PD inh 3, SENP7 inh 5 and UBC13 polyUb 9.
For NC(=O)C1CCN(C(=O)c2cc(S(=O)(=O)N3CCOCC3)ccc2Cl)CC1 the results were SENP1 FRET inh 2, HKDC1 inh -2, SENP8 block-1 13, beta cell repl 2, SENP6 block -10, SENP8 block-2 6, PfG6PD inh -18, SENP7 inh 0 and UBC13 polyUb 10.
Screening N#Cc1ccsc1NC(=O)CCc1ccccc1 returned SENP1 FRET inh -8, HKDC1 inh -2, SENP8 block-1 8, beta cell repl -2, SENP6 block 23, SENP8 block-2 60*, PfG6PD inh -7, SENP7 inh 70* and UBC13 polyUb 4.
CCn1ncc(CNC(=O)CCCSc2nc(-c3ccco3)cc(C(F)(F)F)n2)c1C was read as SENP1 FRET inh -5, HKDC1 inh -7, SENP8 block-1 -10, beta cell repl -2, SENP6 block 8, SENP8 block-2 2, PfG6PD inh -3, SENP7 inh -9 and UBC13 polyUb 3.
For CCCCn1c(N)c(N(C(=O)CSc2nnnn2-c2ccc(C)cc2)C2CCCC2)c(=O)[nH]c1=O the results were SENP1 FRET inh -1, HKDC1 inh -1, SENP8 block-1 -7 and PfG6PD inh 0.
For CCc1cccc(NC(=O)C2CCCN2S(=O)(=O)c2ccc3c(c2)n(C)c(=O)c(=O)n3C)c1 (stereo not drawn) the results were SENP1 FRET inh 1, HKDC1 inh 2, SENP8 block-1 -55, beta cell repl -3, SENP6 block -10, SENP8 block-2 -10, PfG6PD inh -6, SENP7 inh -6 and UBC13 polyUb -8.
`c1csc(-c2noc(CN3CCOCC3)n2)c1` gave SENP1 FRET inh 1, HKDC1 inh 5, SENP8 block-1 18, beta cell repl -1, SENP6 block -20, SENP8 block-2 -4, PfG6PD inh 0, SENP7 inh 1 and UBC13 polyUb -4.
O=C(N1CCCC1)C12CC3CC(CC(C3)C1)C2 was read as SENP1 FRET inh 3, HKDC1 inh 2, SENP8 block-1 14, beta cell repl 1, SENP6 block 6, SENP8 block-2 -10, PfG6PD inh -12, SENP7 inh -1 and UBC13 polyUb -6.
Screening Cc1ccc(N(CC(=O)NCc2ccco2)S(=O)(=O)c2ccccc2)cc1 returned SENP1 FRET inh -3, HKDC1 inh 6, SENP8 block-1 -1, beta cell repl 0, SENP6 block -5, SENP8 block-2 -15, PfG6PD inh 1, SENP7 inh -10 and UBC13 polyUb -3.
Screening O=C(O)CCCCCn1c(SCC(=O)c2ccc(O)c(O)c2)nc2ccsc2c1=O returned SENP1 FRET inh 2, HKDC1 inh -4, SENP8 block-1 13, beta cell repl -1, SENP6 block -18, SENP8 block-2 -2, PfG6PD inh -23, SENP7 inh -8 and UBC13 polyUb 2.
O=C(C1=C[C@@H](C2CC2)C[C@@H](OCc2ccc(CO)cc2)O1)N1CCOCC1 was read as SENP1 FRET inh 1, HKDC1 inh -10, SENP8 block-1 26, beta cell repl 0, SENP6 block -27, SENP8 block-2 -14, PfG6PD inh -4, SENP7 inh 16 and UBC13 polyUb 0.
For COc1ccc(NC(=O)COC(=O)CCC2CCCCC2)cc1 the results were SENP1 FRET inh 6, HKDC1 inh -3, SENP8 block-1 20, beta cell repl -2, SENP6 block 4, SENP8 block-2 -2, PfG6PD inh -8, SENP7 inh 3 and UBC13 polyUb 5.
`Cc1ccc(S(=O)(=O)Nc2ccccc2CNc2c(C)n(C)n(-c3ccccc3)c2=O)cc1` gave SENP1 FRET inh -3, HKDC1 inh 6, SENP8 block-1 7, beta cell repl -4, SENP6 block -2, SENP8 block-2 -2, PfG6PD inh 11, SENP7 inh -6 and UBC13 polyUb -10.
For COc1ccc(C(=O)c2oc3nc(C)cc(C)c3c2N)cc1 the results were SENP1 FRET inh -123, HKDC1 inh 0, SENP8 block-1 -375, beta cell repl -3, SENP6 block -17, SENP8 block-2 -5, PfG6PD inh 20, SENP7 inh 4 and UBC13 polyUb -6.
`CCC1=C(OC(=O)N(CC)CC)N2C(=O)OC(=NCC3CC3)[C@]2(C)[C@H]2C1=CC[C@H]1C(=O)N(CC(=O)OC)C(=O)[C@H]12` gave SENP1 FRET inh 2, HKDC1 inh 0, SENP8 block-1 3, beta cell repl -3, SENP6 block -1, SENP8 block-2 4, PfG6PD inh -5, SENP7 inh -10 and UBC13 polyUb -9.
O=C(CN1C(=O)C2CC=CCC2C1=O)Nc1nc2ccccc2s1 (stereo not drawn) was read as SENP1 FRET inh 4, HKDC1 inh -7, SENP8 block-1 2, beta cell repl -3, SENP6 block 10, SENP8 block-2 1, PfG6PD inh -7, SENP7 inh 4 and UBC13 polyUb 1.
For CCCCc1c(C)c(C#N)c2nc3ccccc3n2c1NCCN(C)C the results were SENP1 FRET inh -21, HKDC1 inh 5, SENP8 block-1 -291, beta cell repl 1, SENP6 block 7, SENP8 block-2 3, PfG6PD inh -13, SENP7 inh 7 and UBC13 polyUb -2.
Screening COCC(=O)N(Cc1cc2ccc(C)cc2[nH]c1=O)c1ccccc1C returned SENP1 FRET inh -1, HKDC1 inh -3, SENP8 block-1 -35, beta cell repl -1, SENP6 block -5, SENP8 block-2 -4, PfG6PD inh -12, SENP7 inh -3 and UBC13 polyUb 0.
`CC(=O)c1c(C)[nH]c(=S)c(C#N)c1-c1ccc(Cl)cc1` gave SENP1 FRET inh 1, HKDC1 inh 2, SENP8 block-1 33, beta cell repl -2, SENP6 block -24, SENP8 block-2 -3, PfG6PD inh 27, SENP7 inh -2 and UBC13 polyUb inconclusive.
Screening Cc1cccc(NC(=O)CN2CCSc3ccccc32)c1 returned SENP1 FRET inh 0, HKDC1 inh -11, SENP8 block-1 2, beta cell repl -2, SENP6 block 5, SENP8 block-2 8, PfG6PD inh -2, SENP7 inh 6 and UBC13 polyUb 14.
Screening CN(C1CCS(=O)(=O)C1)S(=O)(=O)c1ccc2ccccc2c1 (stereo not drawn) returned SENP1 FRET inh 1, HKDC1 inh -4, SENP8 block-1 -1, beta cell repl 4, SENP6 block 0, SENP8 block-2 5, PfG6PD inh -19, SENP7 inh 1 and UBC13 polyUb 7.
For O=C1CCC(C(=O)N(CCO)Cc2ccccc2)CN1CCCN1CCOCC1 (stereo not drawn) the results were SENP1 FRET inh 1, HKDC1 inh -16, SENP8 block-1 2, beta cell repl -4, SENP6 block 4, SENP8 block-2 -2, PfG6PD inh -10, SENP7 inh 23 and UBC13 polyUb -3.
Screening Cc1ccc2c(c1)[C@@H]1CN(C)CC[C@@H]1N2S(=O)(=O)c1ccc(F)cc1 returned SENP1 FRET inh -1, HKDC1 inh 9, SENP8 block-1 -6, beta cell repl -5, SENP6 block -2, SENP8 block-2 2, PfG6PD inh 2, SENP7 inh 11 and UBC13 polyUb 6.
COc1ccc(NC(=O)CCc2c(C)nc3nc(C)nn3c2C)cc1 was read as SENP1 FRET inh 2, HKDC1 inh -2, SENP8 block-1 14, beta cell repl 0, SENP6 block 1, SENP8 block-2 2, PfG6PD inh -8, SENP7 inh -1 and UBC13 polyUb 2.
`CN(C)S(=O)(=O)c1cccc(C(=O)Nc2ccc3c(c2)CCC3)c1` gave SENP1 FRET inh -1, HKDC1 inh -2, SENP8 block-1 10, beta cell repl -4, SENP6 block -22, SENP8 block-2 -13, PfG6PD inh 20, SENP7 inh -13 and UBC13 polyUb -9.
`COc1ccc(N2CC(NC(=O)N3CCc4ccccc43)CC2=O)cc1OC` (stereo not drawn) gave SENP1 FRET inh -1, HKDC1 inh 3, SENP8 block-1 39, beta cell repl 4, SENP6 block -16, SENP8 block-2 -1, PfG6PD inh -16, SENP7 inh 10 and UBC13 polyUb 19.
O=S(=O)(NCCN1CCCC1)c1ccc(Cl)cc1 was read as SENP1 FRET inh -1, HKDC1 inh -4, SENP8 block-1 27, beta cell repl -2, SENP6 block 21, SENP8 block-2 -4, PfG6PD inh 8, SENP7 inh -4 and UBC13 polyUb -2.
`COC(=O)c1cc(Br)c(=O)n(-c2cccc(F)c2)c1` gave SENP1 FRET inh -3, HKDC1 inh 2, SENP8 block-1 9, beta cell repl -2, SENP6 block -10, SENP8 block-2 1, PfG6PD inh -14, SENP7 inh 2 and UBC13 polyUb 22.
Screening Cc1nc(CNS(=O)(=O)c2ccccc2F)cs1 returned SENP1 FRET inh 2, HKDC1 inh -6, SENP8 block-1 1, beta cell repl 0, SENP6 block 0, SENP8 block-2 9, PfG6PD inh 4, SENP7 inh 6 and UBC13 polyUb 3.

Two records picked at random from those above, as already listed:
For CCCCc1c(C)c(C#N)c2nc3ccccc3n2c1NCCN(C)C the results were SENP1 FRET inh -21, HKDC1 inh 5, SENP8 block-1 -291, beta cell repl 1, SENP6 block 7, SENP8 block-2 3, PfG6PD inh -13, SENP7 inh 7 and UBC13 polyUb -2.
O=C(CN1C(=O)C2CC=CCC2C1=O)Nc1nc2ccccc2s1 (stereo not drawn) was read as SENP1 FRET inh 4, HKDC1 inh -7, SENP8 block-1 2, beta cell repl -3, SENP6 block 10, SENP8 block-2 1, PfG6PD inh -7, SENP7 inh 4 and UBC13 polyUb 1.
